From PubChem
Lipid storage S3 – qHTS Assay for Lipid Storage Modulators in Drosophila S3 Cells; Drosophila S3 cells, BODIPY lipid droplet fluorescence, 18-24 h; cells fed with added oleic acid; Potency in µM for hits, for the others lipid storage change, negative = inhibition, % at the top dose, mostly 46.1 µM; 320,000 compounds, 0.64% hits; AID 2685, 2010; active means well fitted inhibition curve with a large enough effect in the signal ratio, with a control signal flat, not every such curve was filed as active; inconclusive means small, poorly fitted or top-dose-only effect, or effect the other way, or a change in a side signal; the % refers to the signal ratio
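Laser-scanning cytometry quantifies lipid droplet accumulation (500–530 nm total intensity; droplet/cell object ratio) in oleic acid-fed (400 uM added) Drosophila S3 cells treated with a concentration series. 20 uM Triacsin C defined 100% inhibition.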
Lipid storage S3 cell count max – recorded beside Lipid storage S3, whose call it bears; cell number change, %; measured here: cell count max response;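 cells counted by Cell Tracker Red CMTPX staining in the red channel; peak over a dose series mostly up to 46.1 µM; percent activity relative to internal control wells on each plate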
Starred values were filed as active, the others as inactive; i = inactive; ? = inconclusive; · = not tested or not shown; [ ] = dose if it differs, or a comment. On the % scale 0 is the no-effect control and ±100 the full control effect; potency means the concentration at half of the fitted maximal effect.

Lipid storage S3 cell count max | Lipid storage S3 | smiles
-7 | -15% | Cc1ccc(-c2cc(C(F)F)n3ncc(C(=O)Nc4cn(C)nc4C)c3n2)cc1
· | ? | CCOc1ccccc1N(CC(=O)Nc1ccc2c(c1)OCO2)S(C)(=O)=O
8 | 9% | CC1c2[nH]c3ccccc3c2CCN1S(C)(=O)=O (centres undefined)
· | ? | O=C1CC2(CCN(C(=O)c3cccc(Br)c3)CC2)Oc2ccccc21
· | ? | COc1cccc(OC)c1C(=O)NNS(=O)(=O)c1ccc2ccccc2c1
-8 | 18% | CC(=O)Nc1ccc(-c2nnc(SCC(=O)Nc3ccc4c(c3)oc3ccccc34)n2C)cc1
10 | 33% | O=C(COC(=O)Cn1cnc2ccccc21)Nc1ccc2c(c1)C(=O)c1ccccc1C2=O
· | ? | COc1ccc(OC)c(NC(=O)CSc2ccc(-c3ccco3)nn2)c1
12 | 7% | N#C/C(=C\Nc1ccc(Cl)cn1)S(=O)(=O)c1ccccc1
· | ? | Cc1c(Cl)c(=O)n2c(=O)c(Cl)c(C)n12
2 | -8% | Cc1ccc(C)c(N2CN(CCC3=CCCCC3)CNC2=S)c1
· | ? | c1ccc(-c2onc(-c3ccco3)c2-c2ccc3c(c2)OCO3)cc1
· | ? | O=C(NCC1CCCO1)c1coc2nc3ccccc3nc12 (centres undefined)
· | ? | Cc1ccc(NC2c3ncccc3C(=O)N2c2ccccc2C)cc1C (centres undefined)
-21 | -2% | O=C1C=C(c2ccccc2)C[C@H](c2cccs2)[C@H]1n1cnc([N+](=O)[O-])c1
7 | 25% | CN(C)c1cc(-c2ccc(Cl)c(Cl)c2)oc(=O)c1Cl
9 | 4% | CC(C)N(CCc1ccncc1)C(=S)Nc1ccc(F)c(Cl)c1
5 | -17% | Cc1cc(=O)oc2c(CN3CCN(CCO)CC3)c(O)ccc12
11 | 10% | CCOc1ccc(N(C(=O)CNS(=O)(=O)c2ccccc2)C(CC)C(=O)NCc2ccco2)cc1 (centres undefined)
-3 | -18% | CSCC[C@H](NC(=O)CCNC(C)=O)c1nc2ccccc2[nH]1

Structural class, those above containing an aryl methoxy group.
Lipid storage S3 cell count max | Lipid storage S3 | smiles
· | ? | COc1cccc(OC)c1C(=O)NNS(=O)(=O)c1ccc2ccccc2c1
· | ? | COc1ccc(OC)c(NC(=O)CSc2ccc(-c3ccco3)nn2)c1

Later entries
Lipid storage S3 cell count max | Lipid storage S3 | smiles
-14 | i | Cc1cc(-c2ccc(C)c(S(=O)(=O)NCCN3CCC(C)CC3)c2)on1
-4.3* | 26µM* | COC(=O)[C@H](CC(C)C)NC(=O)NC1CCCCC1C (some centres undefined)
0 | -11% | CC(NC(=O)C1C2C=CC(C2)C1C(=O)O)c1ccccc1 (centres undefined)
· | ? | CN1CCN(NC(=O)c2cn(-c3ccccc3)nc2-c2cccc(Br)c2)CC1
· | ? | Cn1c(CS/C(N)=N/N=C/c2ccccc2)c(Br)c(=O)n1-c1ccccc1
0 | -12% | C=CCCCCCCCCc1nc(SCC(=O)O)n[nH]1
· | ? | COc1cccc(C2C(C(=O)c3sc(C)nc3C)=C(O)C(=O)N2CCN2CCOCC2)c1 (centres undefined)
· | ? | C/C(=C\C(=O)Nc1nccs1)c1ccccc1
· | ? | CCOC(=O)c1oc2nc(C(C)C)c3c(c2c1N)CCC3
· | ? | CCCCNS(=O)(=O)c1ccc2nc(-c3cccnc3)cc(C(=O)NCC(OC)OC)c2c1
· | ? | S=C(Nc1ccc(Cl)cc1)Nc1cccc2cnccc12
· | ? | O=C(Nc1nnc(S(=O)(=O)N2CCCC2)s1)c1cccc([N+](=O)[O-])c1
-11 | -12% | Cc1cc(N2CCN(S(=O)(=O)c3ccc4ccccc4c3)CC2)n2ncnc2n1
· | ? | Cc1nc2nc(-c3ccccc3)cc(=O)n2[nH]1
25 | 16% | O=c1c(-c2ccc(F)cc2)[n+]([O-])c2ccccc2n1OCc1ccccn1
8 | 9% | COC(=O)c1ccccc1CSc1nsc(/C=C/N(C)C)c1C#N
-8 | i | COc1cccc(OC)c1Oc1ccc(C(F)(F)F)cn1
· | ? | C=CCn1c(COc2ccc(CC)cc2)nnc1SC/C(O)=C(\C#N)c1nc2ccccc2[nH]1
· | ? | NS(=O)(=O)c1ccc(NC(=O)/C(=C/c2ccncc2)NC(=O)c2ccccc2)cc1
· | ? | Cc1ccc(S(=O)(=O)N2CCN(C(=O)CSc3nc4ccccc4o3)C2)cc1

Lipid storage S3 cell count max | Lipid storage S3 | smiles
· | ? | CCOCCOC(=O)C1=C(C)N(C)C(=O)NC1c1ccccc1F (centres undefined)
· | ? | Cc1cc(SCC(=O)NCC(c2cccs2)N2CCOCC2)c(C)cc1Br (centres undefined)
· | ? | CCN(C(=O)COC(=O)c1cc(S(=O)(=O)N2CCc3ccccc32)ccc1OC)C1CCS(=O)(=O)C1 (centres undefined)
· | ? | CCCC1C(c2ccc(OC)cc2)C(C#N)(C#N)C2(C#N)CC1(N)NC2=O (centres undefined)
-8 | 4%[9.22 µM] | CC(/C=C/c1ccccc1)=N\NC(=S)NC(C)C
· | ? | CCn1c(CCC(N)=O)nnc1SCC(=O)c1cc(C)n(C2CC2)c1C
-19 | -12% | COc1ccc(C(=O)COC(=O)CCN=C2NS(=O)(=O)c3ccccc32)c(OC)c1
· | ? | CCOC(=O)Cc1csc(NC(=O)c2cccc(OC)c2)n1
-3 | 17% | O=C(NCCc1cccs1)C1CC(c2cccc(F)c2)=NO1 (centres undefined)
· | ? | CCOc1ccc(NS(=O)(=O)c2cc(OCC(N)=O)c(C)cc2Cl)cc1
· | ? | O=C1CC(C(=O)N(c2cccc(F)c2)C(C(=O)NC2CCCC2)c2ccccn2)CS1 (centres undefined)
16 | 11% | CC(C)N(CC(=O)Nc1ccc(Cl)cc1C(F)(F)F)C(=O)CCl
2 | -2% | CCc1nnc(NC(=O)c2c(O)c3c([nH]c2=O)CCCC3)s1
· | 15% | O=C(/C=C/c1ccc([N+](=O)[O-])cc1)NCCc1ccc(F)cc1
2 | -7% | CC(=O)n1cc(/C=N/NC(=O)c2ccccc2O)c2ccccc21
· | ? | O=C(CSc1nnc(CNC(=O)c2ccc(F)cc2)o1)NCCc1ccccc1
· | ? | Fc1ccc2[nH]c3c(NCCN4CCOCC4)ncnc3c2c1
-12 | 26% | Cc1cc(=O)oc2cc(O[C@@H]3O[C@H](CO)[C@H](O)[C@H](O)[C@H]3O)ccc12
· | ? | Cc1ccc(F)cc1NC(=O)N1CCN(c2ccnc3cc(Cl)ccc23)CC1
-15* | 7.3µM* | CCOC(=O)CNC(=O)CSc1nc(Cc2ccccc2)nc2ccccc12

Lipid storage S3 cell count max | Lipid storage S3 | smiles
· | i | COC(=O)c1ccc(NS(=O)(=O)c2ccc(SC)cc2)cc1
17 | 4% | COc1ccc(S(=O)(=O)N(C)CC(=O)N2CCCC2)cc1Cl
-12 | 1% | COc1cccc(NC(=O)Nc2ccc3c(c2)nc(C)n3C)c1
-21 | -3% | COc1ccc(C)cc1S(=O)(=O)N(C)CC(=O)N1CCC(C)CC1
-3 | -15% | O=C(O)c1ccc(N2C(=O)CC(N3CCN(c4ccc(Cl)cc4)CC3)C2=O)cc1 (centres undefined)
4 | 8% | COc1cc([N+](=O)[O-])ccc1NC(=O)CCCOc1cc(C)ccc1C
· | ? | CCN(CC)CCCn1c(SCC(=O)Nc2cccc(F)c2)nnc1-c1ccoc1C
· | ? | C=CCn1c(CSCc2ccc(Cl)cc2)nnc1SCC(=O)NCc1ccccc1
· | ? | COc1ccc(CC(=O)OC(C)C(=O)NC2CCCCC2C)cc1 (centres undefined)
-4 | -3% | COc1ccc(C(CNC(=O)c2ccco2)N2CCCC2)cc1 (centres undefined)
· | ? | COc1ccccc1NC(=O)Nc1sccc1-c1nc2ccccc2s1
· | ? | COc1ccc(/C=C2\CCCC3C2=NN(C(=O)c2scnc2C)C3c2ccc(OC)c(OC)c2)cc1OC (centres undefined)
-4 | 9% | CC1CCN(CCCNC(=O)c2ccc(CS(=O)(=O)Cc3ccccc3F)o2)CC1
· | ? | Cc1ccc([N+](=O)[O-])cc1N=Cc1ccc(Br)s1
-13 | 5% | COc1cccc(C(=O)NCC(=O)N/N=C/c2cccs2)c1
-17 | i | Cc1ccc(Nc2nc(N)c3ccccc3n2)cc1Cl
-30 | 3% | O=[N+]([O-])c1cccc(/C=N/NC2=NCCCCC2)c1
· | ? | COc1ccccc1OCC(=O)NCc1n[nH]c(=O)c2ccccc12
-18 | 12% | Cc1cc(=O)oc2cc(OCC(=O)NCc3cccnc3)ccc12
0 | i | CCOc1cc(/C=C\c2[nH]c(=O)[nH]c(=O)c2[N+](=O)[O-])ccc1OC(C)CC (centres undefined)

Rewritten with values under each structure: entries from further up.
Under each structure: Lipid storage S3 cell count max | Lipid storage S3
> COc1ccccc1NC(=O)Nc1sccc1-c1nc2ccccc2s1
→ · | ?
> COc1cccc(NC(=O)Nc2ccc3c(c2)nc(C)n3C)c1
→ -12 | 1%
> COc1ccc(CC(=O)OC(C)C(=O)NC2CCCCC2C)cc1 (centres undefined)
→ · | ?
> CC1CCN(CCCNC(=O)c2ccc(CS(=O)(=O)Cc3ccccc3F)o2)CC1
→ -4 | 9%

More records follow.
Lipid storage S3 cell count max | Lipid storage S3 | smiles
1 | 13% | C/C(=C/C(=O)NCc1ccccc1)C(=O)O
· | ? | CCn1c2ccccc2c2cc(NC(=O)c3coc(=O)c(Br)c3)ccc21
· | ? | O=C(CSc1nnc(NC(=O)C2CC2)s1)Nc1ccccc1Cl
· | i | Cc1cc(C)nc(SC(C)C(=O)Nc2ccc(S(N)(=O)=O)cc2)n1 (centres undefined)
1 | -15% | CN(C(=O)COC(=O)CCc1c[nH]c2ccccc12)C(c1ccccc1)c1ccccc1
· | ? | CCOC(=O)/C(=N\Nc1cc(Cl)ccc1Cl)N1CCN(CC)CC1
· | 11% | COc1cc(C2C(C#N)=C(N)N(N(C)C)C3=C2C(=O)CC(C)(C)C3)ccc1O (centres undefined)
· | ? | Cc1nn(C)c(C(=O)NNC(=S)NCC(C)C)c1Cl
-24 | -20% | CSc1ccc(/C=C(/Sc2nnc(-c3ccccc3)o2)C(=O)O)cc1
· | ? | Cc1ccc(Cl)cc1NC1=C/C(=N\S(=O)(=O)c2cccs2)c2ccccc2C1=O
-6 | i | CN(Cc1ccccc1)C(=O)C1CCCN(c2ncnc3c2nc2n3CCCCC2)C1 (centres undefined)
-8 | 0% | COc1ccccc1C(=O)Nc1ccc(C(=O)O)cc1
18 | -3% | COc1ccc(NC(=O)c2cc(S(=O)(=O)N3CCc4ccccc43)cn2C)cc1OC
2 | 8% | Cc1cccc(C)c1NC(=O)CS(=O)CC(=O)NC1CCCc2ccccc21 (centres undefined)
23 | i | COc1ccccc1C(=O)NC(=O)CSc1nc(C)cs1
· | ? | CC(C)(C)c1csc(NC(=O)Cc2cccs2)n1
· | ? | C=CCn1c(C(c2ccccc2)c2ccccc2)n[nH]c1=S
· | ? | CC(=O)c1ccc(NC(=O)CS(=O)(=O)c2cn(CC(=O)N3CCOCC3)c3ccccc23)cc1
-2 | -15% | C=CCNC(=O)CN1C(=O)C2C3c4ccccc4C(c4ccccc43)C2C1=O (centres undefined)
0 | 11% | O=C(Nc1ccccc1)c1ccc2snnc2c1

Single records, as listed above:
Listed for C=CCn1c(C(c2ccccc2)c2ccccc2)n[nH]c1=S = Lipid storage S3 cell count max = ·; Lipid storage S3 = ?
Listed for CCn1c2ccccc2c2cc(NC(=O)c3coc(=O)c(Br)c3)ccc21 = Lipid storage S3 cell count max = ·; Lipid storage S3 = ?
Listed for O=C(CSc1nnc(NC(=O)C2CC2)s1)Nc1ccccc1Cl = Lipid storage S3 cell count max = ·; Lipid storage S3 = ?

Other entries follow.
Lipid storage S3 cell count max | Lipid storage S3 | smiles
· | ? | O=C(NCc1ccccc1)N1CCNCC1
-2 | 23% | C(=N\n1cnnc1)/c1ccc2ncccc2c1
4 | 6% | CCCCNC(=O)c1onc(CSc2cccc(Cl)c2)c1C(=O)O
· | ? | O=C(CN1CCN(Cc2ccccc2)CC1)Nc1ccccc1
-24 | 18% | O=C(Nc1ccc2c(c1)OCO2)c1c(Cl)nc2sccn12
14 | 10% | Cc1nc(C(=O)NCCCO)cc2c1[nH]c1ccccc12
-8 | 2% | Cc1cccc(/C=N\N=C\c2cccc(C)c2)c1
-15 | -1% | CC(C)C(c1nnnn1CCc1ccccc1)N1CCC(C(N)=O)CC1 (centres undefined)
· | i | O=C(Nc1ccc(N2CCOCC2)nc1)c1ccc(F)cc1
-11 | -10% | O=C(COc1ccc(Br)cc1)NCc1cn2ccccc2n1
· | ? | Cc1ccc(OCC(=O)NCCCNC(=O)COc2ccc(C)cc2)cc1
· | ? | Cc1c(CN2CCCCC2)c(O)n(CCO)c(=O)c1C#N
· | ? | Cn1ccc(C(=O)OCC(=O)Nc2cccc(Cl)c2)n1
1 | 7% | CC(=O)NC(CCS(C)(=O)=O)C(=O)Nc1cccc(C)c1C (centres undefined)
· | ? | CCC(=O)Nc1nc2cc(OC)ccc2s1
· | ? | O=[N+]([O-])c1ccc(COc2ccc(Br)cc2CN2CCOCC2)cc1
· | ? | CN1C2=NCCN2C(=O)c2cc(Cl)ccc21
· | i | Cn1c(C(=O)N2CCCC(C(=O)NCCCc3ccccc3)C2)cc2sccc21 (centres undefined)
· | ? | CC(CCN1C(N(C)C)=NC[C@@H]1C)c1ccccc1 (some centres undefined)

Laid out differently: results already given
Structure | Lipid storage S3 cell count max | Lipid storage S3
O=C(CN1CCN(Cc2ccccc2)CC1)Nc1ccccc1 | · | ?
CN1CCN(NC(=O)c2cn(-c3ccccc3)nc2-c2cccc(Br)c2)CC1 | · | ?
Cc1ccc(C)c(N2CN(CCC3=CCCCC3)CNC2=S)c1 | 2 | -8%

The list is partial; the hit share may differ from the screen's.
